High-throughput results deposited in PubChem BioAssay by several laboratories.
KCNQ1 act = human KCNQ1 channel potentiation or activation. CHO-K1 KCNQ1, thallium flux FluxOR fluorescence; active compounds read high. B-score at 10 µM. 0.35% of 310,000 active. AID 2648;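 active = fluorescence ratio B-score, a plate-corrected score, at least three library SD, with initial intensity B-score within 5 SD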
Target sequence (P51787 whole entry, looked up): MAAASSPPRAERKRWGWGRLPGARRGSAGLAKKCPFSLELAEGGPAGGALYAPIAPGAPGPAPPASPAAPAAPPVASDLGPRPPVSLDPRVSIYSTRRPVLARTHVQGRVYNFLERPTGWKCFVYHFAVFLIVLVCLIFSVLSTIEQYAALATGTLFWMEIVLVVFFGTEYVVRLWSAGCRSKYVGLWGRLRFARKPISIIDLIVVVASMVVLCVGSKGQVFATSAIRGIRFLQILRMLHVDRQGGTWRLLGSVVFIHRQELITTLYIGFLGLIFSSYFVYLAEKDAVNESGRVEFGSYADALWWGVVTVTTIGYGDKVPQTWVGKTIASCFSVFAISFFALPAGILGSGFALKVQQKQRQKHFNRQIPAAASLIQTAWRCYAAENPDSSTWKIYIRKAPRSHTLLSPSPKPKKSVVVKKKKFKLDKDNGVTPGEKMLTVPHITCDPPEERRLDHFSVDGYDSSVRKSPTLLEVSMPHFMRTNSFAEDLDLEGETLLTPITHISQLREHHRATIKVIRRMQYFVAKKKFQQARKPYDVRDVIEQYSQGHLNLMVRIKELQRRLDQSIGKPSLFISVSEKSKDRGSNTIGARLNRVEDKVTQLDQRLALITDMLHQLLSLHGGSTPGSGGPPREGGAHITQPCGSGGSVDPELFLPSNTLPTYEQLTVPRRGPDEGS
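Material: CHO-K1 cells stably expressing KCNQ1. Medium: assay buffer for compound exposure, DMSO matched across wells. Reagent: K+/Tl+ depolarizing stimulus. Compound dosing: single-concentration screen. Times: 37 °C overnight plating, 90-min dark dye load, 20-min compound pretreatment. Technique: FluxOR Tl+ flux fluorescence.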
GSK3A inh = inhibitors of human GSK-3 alpha kinase | AID 2650 | 0.1% of 320,000 active | ADP-Glo luminescence, 60 min | P49840 | inhibition, % at 10 µM;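 in the data active = inhibition above about 50%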;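 note: GST-tagged GSK-3 alpha with peptide substrate and 25 µM ATP; 0% = DMSO neutral wells and 100% = GW8510 positive control wells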
RGS4 act = RGS4 potentiation or activation. 0.92% of 310,000 active. B-score at 10 µM. HEK293 M3R/inducible RGS4, carbachol calcium flux Fluo4; active compounds read low. AID 463111;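 active = B-score of the integrated calcium signal more than 4 SD below the library mean, with starting fluorescence not abnormally high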;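 note: negative B-score means reduced calcium response which marks RGS4 activation or potentiation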
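test system = M3R-expressing HEK293 line, RGS4 induced by doxycycline | probe or stimulus = carbachol at ECmax as muscarinic agonist stimulus | timing = dye loading 30 min 37 °C, buffer rest 30 min RT | signal = calcium dye Fluo4 fluorescence | evaluation = B score from integrated fluorescence ratio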
Dyrk1A ADPGlo = Dyrk1A (rat) kinase inhibition. inhibition, % at 12.5 µM. AID 504441. 0.43% of 310,000 active. ADP-Glo luminescence, NFATc1 peptide; in the data active = inhibition above about 50%;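 note: plate controls were vehicle with enzyme for no effect and no enzyme for full effect; many of its hits are not listed in these tables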
HDAC3 inhib = human HDAC3 inhibition; O15379; recombinant HDAC3, fluorogenic peptide/trypsin coupled, fluorescence; inhibition, % at 8.3 µM; 0.15% of 320,000 active; in the data active = inhibition above about 26%, passing the limit was not always enough; inconclusive = no clear call, values can overlap the other calls
Target sequence (O15379 whole entry, looked up): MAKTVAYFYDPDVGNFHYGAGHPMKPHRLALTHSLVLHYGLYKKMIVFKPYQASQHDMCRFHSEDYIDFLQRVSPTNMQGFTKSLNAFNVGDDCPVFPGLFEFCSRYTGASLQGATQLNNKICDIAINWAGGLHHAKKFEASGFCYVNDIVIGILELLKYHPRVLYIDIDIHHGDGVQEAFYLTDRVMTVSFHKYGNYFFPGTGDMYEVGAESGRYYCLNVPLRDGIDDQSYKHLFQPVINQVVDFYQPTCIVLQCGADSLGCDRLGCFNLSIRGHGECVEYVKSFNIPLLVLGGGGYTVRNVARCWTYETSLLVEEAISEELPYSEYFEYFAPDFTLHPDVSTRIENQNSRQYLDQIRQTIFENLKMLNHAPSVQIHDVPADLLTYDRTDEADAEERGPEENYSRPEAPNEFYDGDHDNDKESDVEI
KCNK3 block = human KCNK3 channel inhibition, primary screen; CHO-KCNK3 thallium flux, FluxOR fluorescence; active compounds read low; 0.84% of 340,000 active; B-score at 10 µM; O14649;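 active = B-score under library mean minus 4 SD, starting fluorescence ratio at most library mean plus 5 SD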;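 note: more negative B-score means stronger inhibition of thallium flux through KCNK3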
KCNQ1 block = human KCNQ1 channel inhibition; B-score at 10 µM; 1.3% of 310,000 active; AID 2642; CHO-K1 KCNQ1, FluxOR thallium flux fluorescence; active compounds read high;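 active = compounds whose thallium flux B-score, printed positive for inhibition, exceeds three library SD while starting fluorescence stays within three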;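 note: channel opened by potassium depolarization with thallium stimulus after 20 min compound exposure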
KCNK9 block = inhibitors of human KCNK9 two-pore domain potassium channel. Q9NPC2. HEK293 KCNK9, FluxOR thallium flux fluorescence; active compounds read low. B-score at 10 µM. 1.2% of 310,000 active. AID 488922;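 active = ratio B-score over 3 SD below the library mean, with starting fluorescence within 5 SD of its mean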;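 note: negative B-score means less thallium flux so channel inhibition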
hERG protect = compounds protecting human hERG from proarrhythmic drug block; activation (rescue from dofetilide block), less the hit threshold, % at 10 µM; 0.51% of 310,000 active; Q12809; CHO-hERG, FluxOR thallium flux, dofetilide IC70 present;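 active = activation above the mean of controls blocked by dofetilide plus 5 SD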;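 note: thallium influx through hERG after potassium depolarization seen as dye fluorescence rise; in these data hits start at about 4.7%; inactives centre near -7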
PolyA inhibitor = blocks polyadenylation in yeast reporter cells; calls only at 12 µM; S. cerevisiae SKY197-pL101 polyadenylation reporter, beta-gal luminescence; efflux-impaired pdr1/pdr3 knockout yeast; score 100 = 6 SD above DMSO; 0.02% of 300,000 active;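 active = lowest replicate activity score at least 50, where 100 means six control SD above control mean; inconclusive = lowest score under 50 but half or more replicates reach 50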;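 note: yeast exposed to compound for 9 h at 30 °C; higher score means more reporter readthrough which indicates perturbed polyadenylation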
GSK3beta inhib = inhibitors of human GSK3beta kinase | P49841 | GST-GSK3beta kinase, ADP-Glo luminescence, 60 min; active compounds read low | activity score (negative = inhibition), % at 10 µM | 0.038% of 300,000 active;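 active = more than half of replicate wells score below -50%, meaning over 50% inhibition versus plate controls; inconclusive = some replicates but at most half score below -50%; inactive = no replicate scores below -50%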;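 note: 0% = median DMSO wells and -100% = median GW8510 positive control wells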
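Test system: GST-fused GSK3beta enzyme, cell-free | Quantity: 1.6 ng GST-GSK3beta enzyme per well | Reagent: 25 µM ATP with peptide substrate | Schedule: 60 min enzyme reaction, room temperature | Signal: Luminescent ADP-Glo measurement of ADP formed | Read-out basis: Score relative to plate controls | Control set: DMSO and 20 µM GW8510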
* = called active by the depositor; i = inactive; ? = inconclusive; / = not tested or not shown. These rows are one share of the data, so the mix of outcomes need not match the whole.

SMILES	KCNQ1 act	GSK3A inh	RGS4 act	Dyrk1A ADPGlo	HDAC3 inhib	KCNK3 block	KCNQ1 block	KCNK9 block	hERG protect	PolyA inhibitor	GSK3beta inhib
CC(C)c1ccc(NC(=O)Cc2cn(C)c3ccccc23)cc1	i	-0.4	i	-3.5	0.9	i	i	i	-9.8	i	1.9
CC(=O)Nc1ccccc1Oc1ccccc1	i	-1.9	i	6.9	-0.7	i	i	i	-9.6	i	2.4
O=C(CN1CCOCC1)Nc1nc2ccc(F)cc2s1	i	-1.2	i	50.7*	-1.2	i	i	i	-6.4	i	-1.4
Cc1cccc(NC(=O)COC(=O)Cc2c[nH]c3ccccc23)c1C	i	-1.7	i	0.5	11.6	i	i	i	-1.6	i	-1.0
COc1ccc(-c2noc(CN3CCC(Cc4ccccc4)CC3)n2)cc1	i	-4.0	i	4.2	-2.2	i	i	i	-10.4	i	-0.6
CN(Cc1ccccc1Cl)C(=O)c1cnccc1C(F)(F)F	i	-2.1	i	-12.5	0.4	i	i	i	-8.2	i	4.4
O=C(CN1CCOCC1)N1N=C(c2cccs2)CC1c1cccs1 (centres undefined)	i	-9.1	i	-8.4	7.8	i	i	i	-0.5	i	-5.2
CCc1nnc(NC(=O)CSc2nc(N)c(NC(=O)c3ccc(OC)cc3)c(=O)[nH]2)s1	i	-1.4	i	-7.2	2.5	i	i	i	-3.1	i	2.7
O=C(O)c1cc(C(=O)C2CC2)c[nH]1	i	-7.0	i	3.5	-2.1	i	i	i	-1.8	/	3.6
O=C(O)CC(NC(=O)/C(=C/c1ccccc1)NC(=O)c1ccccc1)c1ccccc1 (centres undefined)	i	-2.9	i	-3.6	7.0	i	i	i	-5.1	i	2.4
COC(=O)C1CCN(Cc2cn(Cc3ccccc3)nc2-c2cc3ccccc3o2)CC1	i	-1.8	i	/	-5.8	i	i	i	-17.7	i	1.6
Cc1cccc(N(CC(=O)NCCc2ccccc2)C(=O)CCC(=O)Nc2ccccn2)c1C	i	-0.3	i	3.0	4.3	i	i	i	-11.9	i	0.5
CC(C)CCSc1nc2[nH]ncc2c(=O)[nH]1	i	7.4	i	-29.4	-6.3	i	i	i	-11.8	i	-3.2
COc1cccc(C(c2sc3ncnn3c2O)N2CCN(C(=O)c3ccco3)CC2)c1 (centres undefined)	i	0.4	i	9.0	3.7	i	i	i	-10.2	i	-2.1
O=C(Nc1cc(Sc2nc3ccccc3s2)cc([N+](=O)[O-])c1)c1ccccc1F	i	3.3	i	27.9	5.3	i	i	-9.03*	-20.4	i	-4.1
CC(=O)c1ccc(OCc2cc(C(=O)N3CCOCC3)no2)cc1	i	1.7	i	0.6	-1.4	i	i	i	-6.1	i	0.6
COC(=O)/C(=C/c1ccc(OC)cc1)NC(=O)c1ccco1	i	-0.5	i	-5.8	5.5	i	i	i	-6.3	i	1.3
Cc1ccc(-c2csc3nc(C)n(N)c(=O)c23)o1	i	0.0	i	4.3	-3.5	i	i	i	-6.6	i	1.1
COc1ccc(NS(=O)(=O)c2cc(-c3cnc(C4CC4)o3)ccc2C)cc1	i	-4.9	i	-0.2	-2.0	i	i	i	-1.1	i	2.0
O=C(NC1CCN(Cc2ccccc2)C1)c1cc(COc2ccc(F)cc2F)on1 (centres undefined)	i	-1.9	i	-1.2	6.7	i	i	i	-10.0	i	1.0
COc1ccc(NS(=O)(=O)c2cccc(C(=O)NC3CCN(Cc4ccccc4)CC3)c2)cc1	i	-0.1	i	-4.4	1.7	i	i	i	-12.0	i	-3.2
CCCNC(=O)COC(=O)c1ccc(S(=O)(=O)N2CCCC2)cc1	i	0.0	i	-0.8	5.2	i	i	i	-4.3	i	-0.1
O=C(c1ccc([N+](=O)[O-])cc1)N1CCOC12CCN(c1ncc(C(F)(F)F)cc1Cl)CC2	i	-1.9	i	5.8	-6.5	i	i	i	-3.7	i	2.0
COC(=O)CSc1nc(NCc2ccccc2)nc(N(C)C)n1	i	-1.5	i	2.2	2.1	i	i	i	0.1	i	0.5
COc1ccc(Cl)cc1NC(=S)N1CCN(C(=O)c2ccco2)CC1	i	-3.6	i	-1.5	-4.6	i	i	i	-4.0	i	-1.8
CCC(=O)Nc1ccc(NC(=O)c2cc3ccccc3o2)c(OC)c1	i	4.6	i	-4.6	-1.2	i	i	i	-3.9	i	/
COC(=O)/C=C/c1ccc2c(c1)S(=O)(=O)N(Cc1ccc(OC)cc1)[C@H]2CC(=O)OC	i	3.4	i	6.8	6.2	i	i	i	-5.3	i	0.7
CN1CCN(C(=O)c2ccc3c(c2)N(Cc2ccc(F)cc2)C(=O)c2ccccc2S3=O)CC1 (centres undefined)	i	-0.4	i	-6.9	/	i	i	i	-2.6	i	0.2
CC1CCCCC1NC(=O)c1cncc(Br)c1 (centres undefined)	i	-1.4	i	-1.5	-2.2	i	i	i	1.7	i	-1.8
Cc1ccc(/C=C/C(=O)NCCCN2CCN(CCCNC(=O)/C=C/c3ccc(C)o3)CC2)o1	i	-0.5	i	-2.1	2.7	i	i	i	-2.9	i	0.5
CCCCc1nc(SCC(=O)N2CCOCC2)c2c(=O)n(C)c(=O)n(C)c2n1	i	2.7	i	-2.7	-2.0	i	i	i	-2.8	i	-0.2
O=C(NCC1CCCO1)c1cc2c(s1)CS(=O)(=O)C2 (centres undefined)	i	-5.7	i	1.6	6.9	i	i	i	-5.7	i	-0.2
CCOC(=O)CSc1nc2c(cnn2-c2ccc(Cl)cc2)c(=O)[nH]1	i	-1.4	i	1.2	13.0	i	i	i	-5.7	i	2.9
CN(C)C(=S)SCC(=O)NC(=O)NC(C)(C)C	i	1.1	i	-2.5	0.7	i	i	i	-7.8	i	1.9
CSc1nc(SC)c2c3c(oc2n1)COC(C)(C)C3	i	0.8	i	-1.0	-3.2	i	i	i	-10.4	i	-3.0
CC(=O)c1cc(-c2ccccc2)n(CC(=O)NC2CCCCC2)c1C	i	0.1	i	2.1	-0.9	i	i	i	-12.2	i	3.3
Cn1c(Cn2nnc3ccccc32)nnc1SCC(=O)N1c2ccccc2Sc2ccccc21	i	3.3	i	-9.4	-1.9	i	i	i	-2.3	i	-0.2
Cc1cccc(NC(=O)c2ccc(OCC(=O)NCc3ccccc3)cc2)c1C	i	-4.1	i	0.7	-3.4	i	i	i	-8.0	i	-0.9
CCOC(=O)c1nnn(-c2nonc2N)c1COc1cc(C)c(Cl)c(C)c1	i	0.1	i	13.3	20.4	i	i	i	-5.0	i	0.9
Cc1nc(-c2cccnc2)sc1C(=O)Nc1ccc(C(F)(F)F)cc1	i	-0.3	i	8.2	1.4	i	i	i	-13.1	i	2.8
O=C(c1cc(S(=O)(=O)N2CCOCC2)ccc1F)N(Cc1nnc(-c2ccccc2Cl)o1)C1CC1	i	-1.6	i	4.1	2.9	i	i	i	-13.0	i	-1.1
Cc1nc([N+](=O)[O-])cn1CC(=O)c1ccc(Br)cc1	i	-2.8	i	-2.4	?	i	i	i	-9.8	i	-1.5
Nc1cc(OC(=O)c2ccc(F)cc2)nn1S(=O)(=O)c1ccccc1	i	0.8	i	-6.6	58.7*	i	i	i	-3.1	i	2.9
N#C/C(=C(/O)c1cccs1)c1nc2ccccc2[nH]1	i	7.3	i	9.9	-0.2	i	i	i	-11.5	i	0.6
COc1ccc(S(=O)(=O)N2CCN(CC(=O)Nc3cc(C(F)(F)F)ccc3Cl)CC2)cc1	i	-6.3	i	-1.6	-3.3	i	i	i	-4.5	i	-0.9
COC(=O)CCCC1=CC2=CC(=O)C(C)(OC(=O)c3cccs3)C(=O)C2=CN1c1cccc(C#N)c1 (centres undefined)	i	-0.2	i	3.4	2.7	i	i	i	-15.9	i	2.7
CC(=O)NC1(C(F)(F)F)N=C2SCCN2C1=O (centres undefined)	i	0.8	i	-1.8	9.5	i	i	i	-11.8	i	-0.1
CC(C)Cc1nnc(NC(=O)CCC(=O)N2CCOCC2)s1	i	-2.4	i	2.6	0.3	i	i	i	-0.3	i	3.7
Cc1cc(C(F)(F)F)nc(SCc2ccc(C(=O)O)o2)n1	i	-0.6	i	0.8	-2.3	i	i	i	-9.2	i	4.9
COc1ccc(NS(=O)(=O)c2ccc3oc(=S)[nH]c3c2)cc1	i	-0.9	i	-1.4	/	i	i	i	-14.5	i	-5.1

Next section
SMILES	KCNQ1 act	GSK3A inh	RGS4 act	Dyrk1A ADPGlo	HDAC3 inhib	KCNK3 block	KCNQ1 block	KCNK9 block	hERG protect	PolyA inhibitor	GSK3beta inhib
O=C(c1ccccc1)N1CCCCC(Cl)C1=O (centres undefined)	i	-4.6	i	-0.8	-2.3	i	i	i	-2.4	i	2.8
CC1CCN(C(=O)COC(=O)Cc2ccc(Br)cc2)CC1	i	2.4	i	0.5	2.8	i	i	i	-12.4	i	-2.0
CCCNC(=O)C12CCC(C)(c3nc4cc(C)c(C)cc4nc31)C2(C)C (centres undefined)	i	-3.0	i	/	-0.9	i	i	i	-8.4	/	2.2
Cc1ccc(-n2c(C)cc3c2CCCC3=O)cc1	i	2.2	i	0.5	-3.7	i	i	i	-4.0	i	-0.6
CCCn1nnc(NC(=O)/C=C/c2ccc(C(C)C)cc2)n1	i	1.3	i	/	-1.3	i	i	i	-6.3	i	-8.0
CCC1NC(=S)N(C2CCCCC2)C1=O (centres undefined)	i	-2.1	i	1.8	-3.1	i	i	i	-2.6	i	-5.1
O=C(CN1C(=O)CCS(=O)(=O)c2ccccc21)Nc1ccc(Cl)cc1	i	5.3	i	7.2	0.0	i	i	i	-4.2	i	2.4
CCSc1nnc([C@H](C)NC(=O)OC(C)(C)C)o1	i	-2.0	i	-2.4	1.8	i	i	i	-8.8	i	1.1
COc1ccccc1NC(=O)C1=C(C)Nc2nc(-c3ccccc3)nn2C1c1ccccn1 (centres undefined)	i	-3.1	i	0.2	4.3	i	i	i	-11.2	i	-0.4
O=C(c1ccc2snnc2c1)N1CCCC1	i	0.4	i	-4.3	-11.6	i	i	i	-6.7	i	1.2

Full records, looked up by structure. Order of values: KCNQ1 act	GSK3A inh	RGS4 act	Dyrk1A ADPGlo	HDAC3 inhib	KCNK3 block	KCNQ1 block	KCNK9 block	hERG protect	PolyA inhibitor	GSK3beta inhib
Listed for CC1CCN(C(=O)COC(=O)Cc2ccc(Br)cc2)CC1 = i	2.4	i	0.5	2.8	i	i	i	-12.4	i	-2.0
Listed for CCC1NC(=S)N(C2CCCCC2)C1=O (centres undefined) = i	-2.1	i	1.8	-3.1	i	i	i	-2.6	i	-5.1
